High-throughput results from PubChem BioAssay.
MsrA inh: bovine MsrA inhibition | AID 651718 | 0.75% of 360,000 active | purified bovine MsrA, absorbance read-out | inhibition, % at 15.5 µM; in the data active means inhibition above about 4.5%;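 further: 0% = vehicle wells with enzyme and 100% = reference inhibitor wells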
PABP1 MLLE inh: blocks PAM2 peptide binding to the PABP1 MLLE domain; 0.36% of 360,000 active; AID 588489; inhibition, % at 20 µM; P11940; GST-MLLE / FITC-PAM2 fluorescence polarization; in the data active means inhibition above about 35%, passing the limit was not always enough;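 further: plate controls were DMSO wells with GST-MLLE for no effect and wells lacking GST-MLLE protein for full effect; some results filed as inactive read as strong as hits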
Target sequence (P11940 whole entry, looked up, the tested form may be a part): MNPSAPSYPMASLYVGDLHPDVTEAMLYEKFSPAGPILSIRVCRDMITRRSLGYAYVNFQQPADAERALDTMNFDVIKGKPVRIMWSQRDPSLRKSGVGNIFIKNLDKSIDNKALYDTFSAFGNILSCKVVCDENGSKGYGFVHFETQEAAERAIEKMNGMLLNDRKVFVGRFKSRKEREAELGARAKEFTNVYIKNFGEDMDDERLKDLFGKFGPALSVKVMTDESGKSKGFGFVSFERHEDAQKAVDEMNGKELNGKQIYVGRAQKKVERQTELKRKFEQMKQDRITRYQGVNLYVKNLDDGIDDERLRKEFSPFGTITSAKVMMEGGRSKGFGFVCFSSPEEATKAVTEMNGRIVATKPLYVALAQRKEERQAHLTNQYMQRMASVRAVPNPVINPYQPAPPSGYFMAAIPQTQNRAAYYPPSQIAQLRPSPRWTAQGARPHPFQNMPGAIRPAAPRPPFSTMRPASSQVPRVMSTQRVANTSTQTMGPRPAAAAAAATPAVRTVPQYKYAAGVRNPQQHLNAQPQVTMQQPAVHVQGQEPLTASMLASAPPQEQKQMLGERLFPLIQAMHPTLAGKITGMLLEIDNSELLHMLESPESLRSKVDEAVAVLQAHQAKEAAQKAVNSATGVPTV
FAS-TE inh: FAS thioesterase (human) inhibition; P49327; recombinant FAS-TE, OMFH fluorogenic substrate, fluorescence endpoint; inhibition, % at 15 µM; 0.67% of 360,000 active; AID 602261;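 active means compounds whose normalised, plate-corrected inhibition of enzyme fluorescence in the single-dose primary screen is 50% or more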;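 further: 0% = DMSO with enzyme and 100% = substrate without enzyme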
E coli Lon inh: inhibits E. coli Lon protease. P0A9M0. purified E. coli Lon protease, fluorescence polarization. inhibition, % at 7.94 µM. 0.42% of 360,000 active. AID 602123; in the data active means inhibition above about 13%, passing the limit was not always enough;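 further: 0% = enzyme with probe and DMSO and 100% = no enzyme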
Rpn11 inh: blocks the human proteasome subunit Rpn11. AID 588493. human 26S proteasome, Ub4-pepOG fluorescence polarization; 20S core pre-blocked with epoxomicin. 0.59% of 360,000 active. calls only at 20 µM;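 active means inhibition at 20 µM, scaled to each plate's controls, above about 33%, limit read from the data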
MsrA act: bovine methionine sulfoxide reductase A activation; AID 602163; 0.3% of 360,000 active; purified bovine MsrA, absorbance read-out; activation, % at 10.6 µM; in the data active means activation above about 7.5%;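 further: 0% = vehicle and 100% = reference activator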
CSN deneddyl inh: inhibitors of human CSN-mediated cullin deneddylation | AID 651999 | 0.38% of 360,000 active | Q92905 | inhibition, % at 12.5 µM | Purified CSN, SCF-Nedd8-OG deneddylation, fluorescence polarization;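 active means pattern-corrected inhibition above about 35%, with an unprinted fluorescence ratio check between 0.5 and 1.5, limit read from the data, passing the limit was not always enough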;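 further: 0% = enzyme with substrate and 100% = substrate without enzyme; some results filed as inactive read as strong as hits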
Target sequence (Q92905 whole entry, looked up, one chain of several): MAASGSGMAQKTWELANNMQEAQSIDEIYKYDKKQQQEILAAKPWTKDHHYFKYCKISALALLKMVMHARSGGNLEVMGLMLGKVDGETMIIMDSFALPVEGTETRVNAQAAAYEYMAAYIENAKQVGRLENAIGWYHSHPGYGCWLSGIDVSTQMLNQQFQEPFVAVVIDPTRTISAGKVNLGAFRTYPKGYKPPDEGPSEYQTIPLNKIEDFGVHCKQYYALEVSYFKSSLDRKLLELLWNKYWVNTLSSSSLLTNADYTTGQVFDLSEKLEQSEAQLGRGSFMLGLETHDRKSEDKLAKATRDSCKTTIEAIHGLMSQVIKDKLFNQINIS
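Assay system: purified human Csn5 enzyme expressed in HEK293T cells; Input: 0.24 nM Csn5 enzyme, final concentration; Reagent: 10 nM SCFSkp2-Nedd8OG; Compound dosing: 12.5 µM single point; Times: reaction 90 min, room temperature; Technique: fluorescence polarization readout.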
Rin1 Abl inh: human Rin1-Abl interaction inhibition; TR-FRET Rin1/Abl binding, biochemical; 0.4% of 360,000 active; P00519+Q13671; inhibition, % at 7.35 µM; in the data active means inhibition above about 5%, passing the limit was not always enough
MT1-MMP act inh: MT1-MMP (human) activation inhibition; P50281; HT1080 RFP-PRO-GFP cells, GFP/RFP ratio fluorescence, overnight; percent of plate control window, DMSO zero; GFP/RFP ratio change, % at 20 µM; 0.061% of 360,000 active;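 active means GFP/RFP ratio change of at least 30% with cell ATP level not reduced by more than half and red fluorescence within 50% of control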; further: strong numbers were not always called active
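Material: RFP-PRO-GFP reporter HT1080 cells. Dosing: single-point 20 µM compound, 1% DMSO. Controls: DMSO and RFP-L50D-GFP cell wells. Timing: cells overnight before dosing, compound overnight, 37 °C, 5% CO2. Measure: GFP/RFP fluorescence ratio.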
Active calls of the source: *; i = inactive; . = no result given.

SMILES	MsrA inh	PABP1 MLLE inh	FAS-TE inh	E coli Lon inh	Rpn11 inh	MsrA act	CSN deneddyl inh	Rin1 Abl inh	MT1-MMP act inh
O=C1C(NS(=O)(=O)c2cccs2)=C(N2CCN(c3cccc(C(F)(F)F)c3)CC2)C(=O)c2ccccc21	1.6	14	16	22*	i	0	2	-4	3
Fc1ccccc1-c1nc2nc3ccccc3nc2n1CC1CCCO1 (configuration not stated)	2.1	-8	-5	-6	i	-3	1	-3	-1
Cc1cccc(C2Nc3ccccc3C(=O)N2NC(=O)c2ccc([N+](=O)[O-])cc2)n1 (configuration not stated)	0.0	18	53*	0	i	-9	0	-3	1
O=C(COC(=O)C1CC(=O)N(Cc2ccccc2)C1)Nc1ccc(Cl)cc1F (configuration not stated)	-0.5	8	0	5	i	-2	-6	-1	2
O=[N+]([O-])c1cc(Cl)ccc1Sc1ccccn1	0.6	-4	5	0	i	-3	-1	1	10
CC[C@@H](C)CN1C(=O)N[C@@H](CCc2ccccc2)C(C(C)=O)=C1C	-0.2	-6	-10	-3	i	-3	0	1	2
CN1CCN(/N=C/c2ccc(Cl)c(Cl)c2)CC1	0.7	21	-5	-15	i	0	-1	0	6
CCOc1cc(/C=C2\CN(C)C/C(=C\c3ccc(O)c(OCC)c3)C2=O)ccc1O	1.7	-17	-4	-22	i	-7	5	8	-10
C[C@@H]1COC(=O)[C@@H](NC(=O)OCC2c3ccccc3-c3ccccc32)C/C=C\C[C@@H](CC(=O)N(CCO)Cc2ccccc2)C(=O)N1	0.0	14	-6	-3	i	2	-4	1	3
O=C(Nc1ccc(N2CCOCC2)nc1)c1ccc(C(F)(F)F)cc1	0.1	21	-3	-3	i	-2	-7	-5	-4
Cc1ccc(C)c(NC(=O)c2cc3ccccc3o2)c1	0.9	5	6	-13	i	0	0	-3	-7
CCOc1ccc(-c2cnc3n2CCC3)cc1	0.1	4	-13	1	i	-2	3	4	4
O=C(Nc1ccccc1)c1c2c(nc3ccccc13)CCCC2	0.9	4	1	-4	i	2	-3	-4	6
CCCNC(=O)C1CCC(CNS(=O)(=O)c2ccc3c(c2)N(C(C)=O)CCO3)CC1 (configuration not stated)	0.3	-5	-7	1	i	0	0	0	0
Cc1ccc(NC(=O)COC(=O)/C=C/c2cccc(Cl)c2)cc1S(=O)(=O)N1CCOCC1	0.6	-7	41	-3	i	-7	-14	-1	-2
COC(=O)[C@]1(C)CCC[C@@]2(C)C3CC[C@@]4(C)C[C@]3(CCC21)CC(=O)N4C (some centres not stated)	0.3	2	-4	9	i	-13	0	4	0
COc1ccc(C(C)(C)C)cc1NC(=O)CN1C(=O)C(=O)N(Cc2ccco2)C1=O	1.0	-3	-2	-2	i	-3	0	3	0
O=C(c1cnn2c1NC(c1ccco1)CC2C(F)(F)F)N1CCN(c2cccc(Cl)c2)CC1 (configuration not stated)	-0.2	4	26	-9	i	-3	-4	-1	-8
Nc1ncncc1-c1ccc(Cl)cc1	0.8	-1	-3	4	i	-3	1	-3	-2
COCCNC(=S)N(CCc1c(C)[nH]c2ccc(F)cc12)Cc1ccc(C)cc1	1.2	-127	26	3	i	0	-1	-2	-6
N/C(Cn1cncn1)=N\NC(=O)C(=O)Nc1cccc(C(F)(F)F)c1	-0.4	-9	-9	-5	i	-1	-1	2	3
CC1(C)CC(NC(=O)c2ccc(Cl)cc2)CC(C)(C)N1	-1.1	-12	-5	-11	i	-2	1	4	4
Cc1ccc(S(=O)(=O)N(C)Cc2ccc(-c3nnco3)cc2)cc1	1.1	3	-2	1	i	-2	5	-1	-3
COc1ccc(CC(NC(C)=O)C(=O)NC2CCN(C(=O)c3cnccn3)CC2)cc1 (configuration not stated)	1.6	-4	-6	0	i	-2	4	-1	-4
O=C(CCNC(=O)c1ccc([N+](=O)[O-])cc1)NCCC1=CCCCC1	0.3	16	76*	4	i	-3	0	0	5
COc1ccccc1C(=O)N1CC(=O)Nc2ccc(F)cc2C1c1ccccc1 (configuration not stated)	1.1	-13	-3	14	i	-12	2	1	-1
COCc1ccc(C(=O)Nc2ccc(C(=O)O)cc2)o1	1.7	-8	-6	6	i	-3	2	-1	-1
COc1nc(-c2ccc(C)cc2)ccc1-c1noc(-c2ccco2)n1	0.5	-49	16	1	i	1	3	-1	-2
O=C(Nc1cccc2ncccc12)C(c1ccccc1)c1ccccc1	-0.7	-3	-5	6	i	-4	1	2	1
CC1CCN(C(=O)c2[nH]cnc2C(=O)Nc2ccccc2)CC1	-0.7	10	6	-5	i	1	-2	4	4
O=C1CN(S(=O)(=O)c2cccc(C(=O)O)c2)c2ccccc2N1	0.6	-14	-6	4	i	-6	1	1	-2
CC1(C)c2ssc(=S)c2-c2ccccc2N1C(=O)CSC1=NCCS1	0.7	28	17	-12	i	-7	2	2	-5
Cc1ccc(-c2c[n+](Cc3cccc(Cl)c3)c3n2CCC3)cc1	-0.5	2	-6	5	i	-7	1	-1	-7
CC(Cc1ccco1)NC(=O)c1cccc(S(=O)(=O)N(C)C)c1 (configuration not stated)	0.2	-6	-2	3	i	-2	1	1	1
C[C@H]1C=CC(=O)O[C@H]1c1ccccc1	-0.8	4	-6	-3	i	-10	1	-2	6
c1ccc(Nc2ccccc2)cc1	-0.4	-4	-3	-7	i	-4	7	1	2
O=C(CN(C(=O)CNS(=O)(=O)c1ccc(F)cc1)C1CCCC1)NCc1ccco1	-0.9	-7	-3	1	i	-2	0	3	4
Cc1ccc(C(=O)OCC(=O)N2CCOCC2)cc1	0.6	7	-4	-1	i	-3	0	4	-1
Cc1ccc(OCC(=O)N(C)CC(=O)Nc2cccc(F)c2)cc1	-1.9	-18	3	8	i	-2	4	-5	-1
CCn1cc(C(=O)OCC(=O)Nc2cc(S(=O)(=O)N(C)C)ccc2C)c(=O)c2ccc(C)nc21	0.0	-27	0	-10	i	-4	2	1	10
COc1ccc(CCNC(=O)/C(=C/c2cccnc2)NC(=O)c2ccccc2)cc1	-0.1	6	-2	0	i	-9	4	1	1
COc1ccc(C(=O)C(C)OC(=O)c2cccc(S(=O)(=O)Nc3cc(Cl)c(OC)cc3OC)c2)cc1 (configuration not stated)	.	-1	57*	4	i	-4	0	-1	0
O=C(COC(=O)CSc1ccc2ccccc2c1)NCc1ccc2c(c1)OCO2	0.2	2	-9	-8	i	-1	-5	2	2
CCOc1ccc(Nc2c3ccccc3nc3ccccc23)cc1	0.2	-12	8	2	i	-5	1	-10	17
COc1ccc(C(=O)NC(CC(C)C)C(=O)O)cc1OC (configuration not stated)	-0.4	7	-10	6	i	-1	2	0	2
CC(C)CNC(=O)C1(C)CCCN1C(=O)Cc1cccc2ccccc12 (configuration not stated)	2.1	-7	-9	-4	i	-2	2	-2	-3
COc1ccc(S(=O)(=O)N2CCC(C(=O)N[C@@H](C)C(=O)NC3CC3)CC2)cc1	0.2	-18	-8	4	i	-2	3	-5	-1
CC1CN(C(=O)CSc2nnc3c(Cl)cc(Cl)cn23)CC(C)O1 (configuration not stated)	-0.2	-3	-2	4	i	-2	3	1	-1
Cc1ccc(SCC(=O)N=C2NC(=O)CS2)cc1	-0.1	4	-5	-16	i	-2	8	0	-13
Cc1[nH]c(=O)c(C#N)c(C)c1CCC(=O)N(C)CC(=O)Nc1ccc(Cl)c(Cl)c1	-0.5	-30	3	-14	i	-2	1	1	3
C/C(=N/Nc1ccc(C(=O)c2c(C)cc3ccccn23)cc1[N+](=O)[O-])c1ccc(O)cc1	0.6	8	6	-24	i	-7	-1	3	25
CNc1nc(Nc2ccc(C(C)=O)cc2)nc(OC(C(F)(F)F)C(F)(F)F)n1	-1.0	3	7	4	i	-2	2	-2	-8
COCCOC(=O)c1c(C)oc2ccc(OC(=O)c3c(OC)cccc3OC)cc12	-0.6	-9	26	-5	i	-1	-7	4	4
CCOC(=O)N1CCN(S(=O)(=O)c2ccc(C)c(C)c2)CC1	-0.4	5	2	-6	i	-4	5	2	-2
CC12CCC(C(=O)N3CCCCC3)([C@H](Br)C1=O)C2(C)C (some centres not stated)	-0.2	7	-2	-5	i	-1	1	1	4
O=C(NCc1ccco1)C1CC2CCC1C2 (configuration not stated)	1.6	-9	-6	-7	i	-2	1	2	2
c1cc(-c2noc(CCC3CCCC3)n2)ccn1	-0.1	7	-2	-4	i	-5	0	0	-3
O=C(CCSCCc1ccccn1)Nc1cc(F)ccc1F	0.2	1	-9	-6	i	3	-1	-4	0
COc1ccccc1Nc1nnc(C)c(=O)[nH]1	-0.1	0	-9	-6	i	-6	0	-1	3
Cc1ccc2nc(-c3ccccc3Cl)cc(C(=O)Nc3cc(C)on3)c2c1	2.3	3	15	-8	i	-4	0	2	-2

Remaining list, next part.
SMILES	MsrA inh	PABP1 MLLE inh	FAS-TE inh	E coli Lon inh	Rpn11 inh	MsrA act	CSN deneddyl inh	Rin1 Abl inh	MT1-MMP act inh
Cc1ccc(SCC(=O)OCC(=O)NCC2CCCCC2)cc1C	0.8	-15	-4	4	i	-4	-7	2	0
COc1ccc([N+](=O)[O-])cc1NC(=O)COC(=O)c1ccccc1O	-0.1	-1	9	-2	i	-4	-1	2	0
O=C(NCCCN1CCCC1=O)c1cc2nc(-c3ccco3)cc(C(F)(F)F)n2n1	3.1	5	-4	-7	i	8	4	-2	1
CN(C)CCNC(=S)Nc1ccc(Cl)cc1	0.2	1	-9	4	i	-7	-1	1	1
C=CCOc1ccc(C(=O)n2cc(C(=O)OC)c3ccccc32)cc1	1.2	-11	30	-7	i	-2	-2	1	0
O=C(O)CN(c1ccc2c(c1)OCCO2)S(=O)(=O)c1ccccc1	-0.6	5	-7	-3	i	-6	-4	-1	-1
CC1=N/C(=C\c2ccc(OC(C)C)cc2)C(=O)N1c1ccc(C(=O)O)cc1	4.5	-15	-9	-6	i	-6	0	-8	-2
COc1ccc(C(=O)NC(=S)NC(C)C)cc1Br	3.8	19	12	1	i	-6	-3	2	-3
CC(CN1CCCCC1)OC(=O)c1ccc2c(c1)OCCO2 (configuration not stated)	-0.2	4	-4	0	i	-7	-1	2	0
CCc1nn(-c2cc(Cl)ccc2OC)c2c1C(=O)CCC2	0.0	-15	-7	-1	i	-11	-3	-3	0
CC/C(C)=N\N=C\c1c(O)n(CC)c2cc(C3=NNC(=O)CC3)ccc12	.	-77	-2	-2	i	-4	12	-1	0
Cc1ccc(NC(=O)c2cc(=O)[nH]c3ccccc23)cc1	1.4	-3	-3	-12	i	-9	2	1	-5
Cn1cnnc1SC(C(=O)Nc1cc(Cl)cc(Cl)c1)c1ccccc1 (configuration not stated)	2.0	2	5	1	i	1	0	0	7
O=C(Cn1cc(C(=O)C2CC2)c2ccccc21)NCc1ccccc1	0.4	5	18	-7	i	3	-2	0	2
